Screening results deposited in PubChem by The Scripps Research Institute Molecular Screening Center.
PREPL inhibitor: human PREPL enzyme inhibition; inhibition, % at 5.96 µM; recombinant PREPL, fluorescence polarization activity-based probe; Q4J6C6; actives 0.68% (n = 320,000); in the data active = inhibition above about 43%;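 also: 0% = enzyme with DMSO and 100% = wells lacking enzyme; many of its hits are not listed in these tables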
PAFAH1B3 inh: inhibitors of human PAFAH1B3; Q15102; recombinant PAFAH1B3, FP-rhodamine probe, fluorescence polarization; inhibition, % at 3.39 µM; actives 0.28% (n = 340,000); AID 492972;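 active = inhibition above the screen-wide average of all tested compounds plus 3 SD, cut at about 25% in these data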;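 also: 0% = enzyme with DMSO only and 100% = wells lacking PAFAH1B3 protein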
Target sequence (Q15102 whole entry, looked up): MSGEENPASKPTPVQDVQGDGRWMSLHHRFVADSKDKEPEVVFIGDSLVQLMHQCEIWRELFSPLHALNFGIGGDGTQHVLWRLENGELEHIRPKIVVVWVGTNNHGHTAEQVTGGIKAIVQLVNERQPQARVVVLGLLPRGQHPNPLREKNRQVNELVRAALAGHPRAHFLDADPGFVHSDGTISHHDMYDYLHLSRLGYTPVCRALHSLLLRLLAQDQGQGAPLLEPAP
pPAFAH inh: inhibitors of human plasma PAF acetylhydrolase (pPAFAH) | Q13093 | recombinant pPAFAH, FP-rhodamine probe fluorescence polarization | inhibition, % at 3.39 µM | actives 1.5% (n = 330,000);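 active = inhibition above the mean inhibition across the screen plus 3 SD, cut at about 25% in these data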;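 also: inhibitors block binding of the rhodamine activity-based probe so polarization drops; 0% = enzyme with DMSO and 100% = wells lacking pPAFAH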
GSTO1 inh: blocks human GSTO1 in RBBP9 counter-screen; recombinant GSTO1, activity-based probe fluorescence polarization; inhibition, % at 5.96 µM; actives 1.1% (n = 300,000); AID 1974;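 active = inhibition above the campaign mean inhibition plus 3 SD, cut at about 35% in these data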;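 also: 0% = GSTO1-1 with DMSO and 100% = wells lacking GSTO1-1 enzyme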
PAFAH1B2 inh: PAFAH1B2 (human) inhibition. actives 1.2% (n = 340,000). recombinant PAFAH1B2, FP-rhodamine activity probe, fluorescence polarization. inhibition, % at 3.39 µM. P68402. AID 492953;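 active = inhibition above the mean of all tested compounds plus 3 SD, cut at about 24% in these data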;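 also: 0% = enzyme with DMSO and 100% = wells lacking PAFAH1B2; many of its hits are not listed in these tables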
Target sequence (P68402 whole entry, looked up): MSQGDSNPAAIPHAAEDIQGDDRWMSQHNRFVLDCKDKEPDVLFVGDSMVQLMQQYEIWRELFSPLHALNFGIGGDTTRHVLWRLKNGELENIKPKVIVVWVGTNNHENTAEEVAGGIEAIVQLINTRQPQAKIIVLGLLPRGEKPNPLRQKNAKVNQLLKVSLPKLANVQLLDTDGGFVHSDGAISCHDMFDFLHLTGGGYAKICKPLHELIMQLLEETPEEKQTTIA
LYPLA2 inh: LYPLA2 (human) inhibition in PME1 counter-screen; O95372; recombinant LYPLA2, FP-Rh probe fluorescence polarization; inhibition, % at 5.9 µM; actives 0.38% (n = 320,000);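 active = inhibition above the screen-wide mean plus 3 SD, limit set per campaign, cut at about 26% in these data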;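 also: 0% = LYPLA2 with DMSO and 100% = wells lacking LYPLA2 enzyme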
Target sequence (O95372 whole entry, looked up): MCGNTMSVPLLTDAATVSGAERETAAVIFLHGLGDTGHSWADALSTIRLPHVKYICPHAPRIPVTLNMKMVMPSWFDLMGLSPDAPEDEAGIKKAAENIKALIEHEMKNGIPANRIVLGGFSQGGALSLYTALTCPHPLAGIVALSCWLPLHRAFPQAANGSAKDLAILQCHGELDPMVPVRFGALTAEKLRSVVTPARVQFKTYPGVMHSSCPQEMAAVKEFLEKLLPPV
LYPLA1 inh: blocks human lysophospholipase 1, a PME1 counter-screen; actives 0.16% (n = 320,000); O75608; inhibition, % at 5.9 µM; recombinant LYPLA1, FP-Rh probe fluorescence polarization;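 active = inhibition above the mean of all tested compounds plus 3 SD, set per campaign, cut at about 14% in these data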;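 also: inhibitors block serine hydrolase probe labeling of LYPLA1 so polarization falls; 0% = enzyme with DMSO and 100% = wells lacking LYPLA1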
Target sequence (O75608 whole entry, looked up): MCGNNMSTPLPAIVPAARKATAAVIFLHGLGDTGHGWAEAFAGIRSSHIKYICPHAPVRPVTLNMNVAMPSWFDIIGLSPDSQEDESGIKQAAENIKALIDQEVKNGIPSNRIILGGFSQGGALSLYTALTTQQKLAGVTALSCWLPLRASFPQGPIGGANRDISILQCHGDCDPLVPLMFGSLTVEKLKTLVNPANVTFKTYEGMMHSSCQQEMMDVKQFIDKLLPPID
PME-1 inh: blocks human protein phosphatase methylesterase 1 | AID 2130 | recombinant PME-1, FP-Rh probe fluorescence polarization | inhibition, % at 5.9 µM | actives 0.53% (n = 320,000);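 active = inhibition above the campaign mean of all compounds plus 3 SD, cut at about 26% in these data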;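 also: competitive labeling of PME-1 active site by serine hydrolase directed probe; 0% = PME-1 with DMSO and 100% = wells lacking PME-1 enzyme; inhibitors block probe labeling so polarization falls and inhibition rises; many of its hits are not listed in these tables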
PAD4 FP inh: inhibitors of human PAD4; Q9UM07; recombinant PAD4, RCA probe fluorescence polarization; inhibition, % at 6.36 µM; actives 0.41% (n = 330,000);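 active = percent inhibition above a cutoff equal to the mean of all tested compounds plus 3 SD, cut at about 15% in these data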;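 also: 0% = PAD4 with RCA probe and DMSO and 100% = probe without PAD4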
Starred values were filed as active, the others as inactive; / = not tested or not shown. An excerpt, so the mix of outcomes need not match the whole.

item	SMILES	LYPLA2 inh	pPAFAH inh	PME-1 inh	PREPL inhibitor	GSTO1 inh	PAD4 FP inh	PAFAH1B2 inh	PAFAH1B3 inh	LYPLA1 inh
1	OCCCn1c(C2CCCN2c2nc(-c3ccc(F)cc3)cs2)nc2cc(Cl)c(N3CCCCC3)cc21 (configuration not stated)	4	10	-3	4	1	-4	-4	0	0
2	Cc1cc(N2CCN(C)CC2)nc(-c2ccccc2O)n1	6	5	0	-8	-1	1	4	6	-1
3	CC(=O)Nc1ccc(C(=O)CN2C(=O)NC3(CCCc4ccccc43)C2=O)c(F)c1 (configuration not stated)	/	-7	/	-5	/	-6	-4	5	/
4	Cc1ccc(CC2CC(=O)N(CCc3ccccc3)C2=O)cc1 (configuration not stated)	3	-1	2	-65	2	-1	7	7	4
5	Cc1cc(C)n(CCC(=O)Nc2cccc(F)c2)n1	3	1	0	-11	6	-7	1	4	2
6	COc1cc2cnc(CCCC#N)cc2cc1OC	/	-3	/	11	/	-3	-4	0	/
7	CC(C)=NNC1=NC(C)(C)Cc2ccccc21	-1	2	0	17	-2	-3	-4	3	1
8	COc1ccc(N(Cc2cc3ccccc3[nH]c2=O)S(=O)(=O)c2ccc(OC)cc2)cc1	-5	0	0	-53	-10	-3	1	-3	-1
9	COc1ccc(C(=O)Nc2cccc(C(C)=O)c2)c(OC)c1OC	-1	2	2	-5	8	-1	1	3	0
10	O=C(CNC(=S)N(Cc1ccc(F)cc1)C1CCCCC1)NCC1CCCO1 (configuration not stated)	-2	-2	6	-3	-1	2	2	2	0
11	Cc1cc(NC(=O)c2cccc([N+](=O)[O-])c2)n(-c2ccccc2)n1	2	6	-2	0	-3	3	-4	12	3
12	Cc1cc(C(=O)CN2C(=O)NC(CCS(C)(=O)=O)C2=O)c(C)n1C1CC1 (configuration not stated)	/	2	/	14	/	0	8	6	/
13	COC(=O)c1cc(NC(=O)/C=C/c2ccc3c(c2)OCO3)cc(C(=O)OC)c1	-10	-3	-18	-6	-3	2	-6	-1	-9
14	Cc1cc(-c2nnc(SCC(=O)Nc3cccc(F)c3)n2N)n[nH]1	-6	1	-6	-6	3	5	4	8	-1
15	Cc1cccc(C)c1NC(=O)C(C)Sc1n[nH]c(-c2ccncc2)n1 (configuration not stated)	5	3	0	2	0	2	7	4	1
16	CC(c1ccccc1)n1c(Br)nc2c1c(=O)[nH]c(=O)n2C (configuration not stated)	7	7	3	-14	-8	4	-2	9	2
17	COCCN(C(=O)c1cc(Cl)nc2ccccc12)c1c(N)n(Cc2ccccc2)c(=O)[nH]c1=O	-4	-5	-1	17	/	-3	-2	7	-2
18	CCOc1ccccc1N(CC(=O)Nc1cccnc1)S(C)(=O)=O	4	-4	-2	-1	6	-5	2	12	0
19	Cc1cc(C(c2ccc(C)o2)c2ccc(C)o2)c(O)c([N+](=O)[O-])c1	2	17	2	1	5	-4	2	-2	-2
20	Cc1ccc(S(=O)(=O)/N=C(\c2ccc(F)cc2)n2c(C)nc3ccccc32)cc1	3	2	-6	-4	1	-8	5	4	0
21	Cc1ccccc1OCC(=O)Nc1ccc2c(c1)n(C)c(=O)n2C	4	3	0	30	4	-4	2	10	3
22	Cc1ccc(CN2CCN(/N=C/c3ccc(C(F)(F)F)cc3)CC2)cc1	4	0	-4	13	7	0	6	6	-3
23	C=CCn1c(SCC(=O)NC)nc2sc3c(c2c1=O)CCC3	-6	-3	-12	19	18	2	-5	4	-4
24	O=C(O)CCCNc1c(C(=O)Nc2ccc(Cl)cc2)cc([N+](=O)[O-])cc1[N+](=O)[O-]	-3	0	9	-7	-6	-2	0	8	2
25	CCCC[C@@H]1CNC(=S)N1CCCc1cc(OC)c(OC)c(OC)c1	-4	6	0	5	6	0	3	7	-2
26	CCOC(=O)CSc1nnc2c3ccccc3n(CC)c2n1	4	6	-4	-11	-3	1	2	0	0
27	O=C(Nc1ccccc1C(=O)Nc1ccccn1)c1cccc([N+](=O)[O-])c1	-2	4	4	2	7	-1	-1	0	-8
28	Cc1cccc(N2CCN(C(=O)CSc3nc4ccccc4nc3N3CC(C)OC(C)C3)CC2)c1C (configuration not stated)	-2	6	-6	37	3	-2	0	-1	1
29	Cc1cccc(N2CCN(C(=S)c3ccc(-c4ccccc4[N+](=O)[O-])o3)CC2)c1	1	8	5	15	6	-9	3	2	0
30	O=C(CSc1nc(C(F)(F)F)cc(=O)[nH]1)N1CCOCC1	1	-3	5	-10	-5	3	0	0	4
31	COC(=O)c1ccc(NC(=O)Cc2ccccc2)cc1	1	3	-3	8	4	0	4	5	1
32	COc1cccc(OC)c1C(=O)NC(=O)NNc1cc(C(F)(F)F)cc(C)n1	-2	-1	4	-10	-1	1	2	5	-4
33	Cn1c(=O)c2c(nc(SCc3ccccc3F)n2C)n(C)c1=O	3	0	1	5	1	-3	1	7	-1
34	COc1cc(C2=NOC(C(=O)NCc3ccccn3)C2)cc(OC)c1OC (configuration not stated)	-3	3	-4	-5	-1	-4	2	-4	0
35	CCC(=O)Nc1ccccc1Oc1ccccc1	7	4	0	-16	8	-2	6	12	5
36	Cc1ccc(C(=O)COC(=O)CN2C(=O)C3C4C=CC(C4)C3C2=O)cc1C (configuration not stated)	3	6	-1	6	5	0	8	3	1
37	Cc1nc(N)sc1C(=O)N/N=C/c1cccnc1	-6	1	-5	10	-3	-2	6	10	2
38	C=CCN(C(=O)c1csnn1)C(C(=O)NC1CCCC1)c1ccc(OC)cc1 (configuration not stated)	-2	1	-3	0	2	1	4	5	2
39	COc1ccccc1NC(=O)CCC(=O)N(Cc1ccc(OC)c(OC)c1)c1nccs1	-3	5	4	-4	6	-3	7	-1	-1
40	CCOc1cc(/C=N/O)ccc1OCc1ccc([N+](=O)[O-])cc1	7	-1	13	18	0	-3	0	5	5
41	Cc1ccccc1CS(=O)(=O)Cc1ccc(C(=O)NCCCN2CCCC2=O)o1	-3	8	1	3	2	2	-1	-7	1
42	Cc1noc(C)c1C(=O)NCC(=O)Nc1ccccc1Br	/	4	/	3	/	0	3	6	/
43	CC(C)CC(NC(N)=O)C(=O)Nc1ccc(Cl)c(Cl)c1 (configuration not stated)	2	2	3	19	3	2	-2	2	-3
44	Cc1occc1C(=O)Nc1nn[nH]n1	1	4	3	0	3	1	0	-1	-1
45	O=C(NCc1ccccn1)C1CCN(S(=O)(=O)c2cnc[nH]2)CC1	6	0	-1	2	10	2	4	6	1
46	CCOc1ccc(N2C(=O)/C(=C\c3ccc(OC)c(O)c3)S(=O)(=O)C2c2cccc([N+](=O)[O-])c2)cc1 (configuration not stated)	0	2	2	-7	11	-6	2	5	3
47	COCCNC(=O)c1cc2c(=O)n3cccc(C)c3nc2n1C	-1	-4	-6	-2	-3	2	5	14	1
48	CCCCOc1ccc(C(C)NC(=O)C2CCCN(S(=O)(=O)CCC)C2)cc1 (configuration not stated)	0	5	1	-4	7	-5	3	4	-4
49	CN(C(=O)CN1C(=O)c2cccc(N)c2C1=O)C1CCCCC1	-3	0	-2	-4	/	1	5	-1	1
50	Cc1ccc(NC(=O)Cn2cnc3c(cnn3C(C)(C)C)c2=O)cc1	3	-4	-2	9	6	1	5	-1	0
51	Cc1nn(-c2ccccc2)c(Cl)c1/C=N/NC(=O)OC(C)(C)C	-4	7	2	4	5	2	-1	0	-4
52	CCCCn1c(N)c(N(CCOC)C(=O)COC(=O)C(C)(C)Oc2ccc(Cl)cc2)c(=O)[nH]c1=O	3	2	9	11	1	1	5	-1	-1
53	CN1C(=O)C2(C(C#N)=C(N)N(c3cc(Cl)cc(Cl)c3)C3=C2C(=O)CCC3)c2ccccc21 (configuration not stated)	-2	7	3	-1	4	-2	1	4	-1
54	Cc1ccc(NC(=O)CN(C)C(=O)c2ccc(OCc3cn4ccccc4n3)cc2)cc1	3	2	2	0	/	-1	-2	-2	-2
55	Cc1ccc(NNC(=O)c2ccno2)cc1C	0	5	1	-4	8	-1	2	6	-1
56	CC(O)CN(CCC(N)=O)CCC(N)=O (configuration not stated)	-2	3	1	-3	4	-5	5	5	5

Carrying on:
item	SMILES	LYPLA2 inh	pPAFAH inh	PME-1 inh	PREPL inhibitor	GSTO1 inh	PAD4 FP inh	PAFAH1B2 inh	PAFAH1B3 inh	LYPLA1 inh
57	CC(C(=O)N(C)C1CCCCC1)N1CCC(C(N)=O)CC1 (configuration not stated)	-4	0	0	-4	8	-4	0	5	-1
58	CSc1ncccc1C(=O)OCc1ccc(C#N)cc1	1	8	4	1	3	-3	6	6	0
59	COc1cc(CCCN2CCNC[C@H]2Cc2cccc3ccccc23)cc(OC)c1OC	/	0	/	-59	/	3	4	0	/
60	CN1N=C(C(C)(C)C)CSC1=Nc1ccccc1	3	4	-2	9	2	5	12	1	2

12 of these compounds in a different format:
49. CN(C(=O)CN1C(=O)c2cccc(N)c2C1=O)C1CCCCC1
50. Cc1ccc(NC(=O)Cn2cnc3c(cnn3C(C)(C)C)c2=O)cc1
51. Cc1nn(-c2ccccc2)c(Cl)c1/C=N/NC(=O)OC(C)(C)C
52. CCCCn1c(N)c(N(CCOC)C(=O)COC(=O)C(C)(C)Oc2ccc(Cl)cc2)c(=O)[nH]c1=O
53. CN1C(=O)C2(C(C#N)=C(N)N(c3cc(Cl)cc(Cl)c3)C3=C2C(=O)CCC3)c2ccccc21 (configuration not stated)
54. Cc1ccc(NC(=O)CN(C)C(=O)c2ccc(OCc3cn4ccccc4n3)cc2)cc1
55. Cc1ccc(NNC(=O)c2ccno2)cc1C
56. CC(O)CN(CCC(N)=O)CCC(N)=O (configuration not stated)
assay / entry,49,50,51,52,53,54,55,56
LYPLA2 inh,-3,3,-4,3,-2,3,0,-2
pPAFAH inh,0,-4,7,2,7,2,5,3
PME-1 inh,-2,-2,2,9,3,2,1,1
PREPL inhibitor,-4,9,4,11,-1,0,-4,-3
GSTO1 inh,/,6,5,1,4,/,8,4
PAD4 FP inh,1,1,2,1,-2,-1,-1,-5
PAFAH1B2 inh,5,5,-1,5,1,-2,2,5
PAFAH1B3 inh,-1,-1,0,-1,4,-2,6,5
LYPLA1 inh,1,0,-4,-1,-1,-2,-1,5

57. CC(C(=O)N(C)C1CCCCC1)N1CCC(C(N)=O)CC1 (configuration not stated)
58. CSc1ncccc1C(=O)OCc1ccc(C#N)cc1
59. COc1cc(CCCN2CCNC[C@H]2Cc2cccc3ccccc23)cc(OC)c1OC
60. CN1N=C(C(C)(C)C)CSC1=Nc1ccccc1
assay / entry,57,58,59,60
LYPLA2 inh,-4,1,/,3
pPAFAH inh,0,8,0,4
PME-1 inh,0,4,/,-2
PREPL inhibitor,-4,1,-59,9
GSTO1 inh,8,3,/,2
PAD4 FP inh,-4,-3,3,5
PAFAH1B2 inh,0,6,4,12
PAFAH1B3 inh,5,6,0,1
LYPLA1 inh,-1,0,/,2
